CHRM1 antagonist: blocks human M1 muscarinic receptor; P11229; CHO-K1 hM1, Fluo-8 calcium fluorescence, ACh EC80 antagonist; inhibition, % at 3 µM; hit rate 1.3% among 360,000; AID 588852;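 active means percent inhibition above its own plate's cutoff, namely the mean of that plate's compound wells plus 3 SD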;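 further: peak over basal fluorescence ratio during 140 s after agonist addition; 0% = ACh EC80 plus DMSO and 100% = DMSO alone without agonist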
M1 PAM parental: counter-screen for M1 PAMs: effect in parental CHO-K1 cells; ATP EC20, Fluo-8 calcium fluorescence; 0% at ATP EC20, 100% at ATP max; activation, % at 3 µM; hit rate 0.02% among 360,000; AID 602247;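 active means activation above the run cutoff, the mean activation of all test compounds plus 3 SD, cut at about 40% in these data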;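 further: peak over basal fluorescence ratio in a 140 s read after ATP addition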
CHO parental Ca: counter-screen for OX1R antagonists: effect in parental CHO cells; parental CHO-K1, ATP-induced calcium, Fluo-8 fluorescence; inhibition, % at 5.6 µM; hit rate 0.63% among 330,000;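 active means inhibition above that plate's mean sample inhibition plus 3 SD, cut at about 26% in these data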;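 further: 0% = ATP-challenged DMSO wells and 100% = DMSO wells without ATP; some compounds past the cut are filed as inactive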
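Test system: parental CHO cells; detection: calcium-sensitive Fluo-8 fluorescence; evaluation: percent inhibition of calcium signal; also added: ATP as calcium-mobilizing challenge; repeats: one well per compound; control set: ATP-challenged DMSO wells low, unchallenged DMSO wells high; compound: single nominal dose of 5.6 µM per compound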
TAAR1 agonist: human TAAR1 agonism; activation, % at 3 µM; hit rate 0.99% among 360,000; Q96RJ0; CHO RD-HGA16 TAAR1, Fluo-8 calcium fluorescence; vehicle wells 0%, saturating PEA agonist 100%;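 active means activation above the mean activation of all test compounds in the run plus 3 SD, cut at about 38% in these data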
Target sequence (Q96RJ0 whole entry, looked up): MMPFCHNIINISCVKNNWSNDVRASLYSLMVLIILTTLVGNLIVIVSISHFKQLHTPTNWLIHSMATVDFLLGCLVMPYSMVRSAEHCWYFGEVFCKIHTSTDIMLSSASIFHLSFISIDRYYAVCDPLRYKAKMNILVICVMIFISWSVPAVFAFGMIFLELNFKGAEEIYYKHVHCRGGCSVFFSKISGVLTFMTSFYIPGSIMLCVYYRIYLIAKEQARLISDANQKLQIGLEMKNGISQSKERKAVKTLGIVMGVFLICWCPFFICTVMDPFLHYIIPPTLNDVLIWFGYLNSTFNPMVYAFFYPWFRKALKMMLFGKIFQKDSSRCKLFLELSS
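Assay system – CHO-derived RD-HGA16 cells with stable Gα16 and human TAAR1 · Compound dosing – one-point dosing at 3 µM (nominal) · Incubation – 17-24 h seeding, 75 min 37 °C dye, 30 min RT · Measured by – kinetic Fluo-8 calcium fluorescence · Control set – DMSO vehicle as 0%, PEA at EC100 as 100% · Repeats – single well for each compound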
M1 ag parental: M1 agonist counterscreen hit in parental CHO-K1 cells. Fluo-8 calcium fluorescence; scaled to maximal ATP response, vehicle zero. activation, % at 3 µM. hit rate 0.48% among 360,000; in the data active means activation above about 15%;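 further: untransfected CHO-K1 host cells lacking M1 receptor as counterscreen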
CHO-K1 Ca antag: M1 antagonist counterscreen hit in parental CHO-K1 cells; ATP-induced calcium, Fluo-8 fluorescence; inhibition, % at 3 µM; hit rate 0.6% among 360,000;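 active means inhibition above a per-plate cutoff, the plate's mean sample inhibition plus 3 SD, cut at about 24% in these data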;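 further: 0% = DMSO plus EC80 ATP and 100% = DMSO alone without ATP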
TAAR1 antag: antagonists of human TAAR1 | Q96RJ0 | CHO RD-HGA16 TAAR1, Fluo-8 calcium fluorescence, antagonist | inhibition, % at 3 µM | hit rate 1.5% among 360,000 | AID 624466;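 active means inhibition above a per-plate cutoff, the mean inhibition of test compounds on that plate plus 3 SD, cut at about 49% in these data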;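 further: 0% = DMSO plus EC80 beta-PEA response and 100% = DMSO alone without agonist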
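Test system: RD-HGA16 CHO cells with stable hTAAR1 and Gα16 / Probe or stimulus: EC80 β-phenethylamine stimulus / Times: seeding 17-24 h prior, 75-min 37 °C, 30-min RT dye loading / Detection: Fluo-8 calcium-sensitive fluorescence / Read-out basis: % inhibition scaled between DMSO and EC80 PEA controls / Repeats: singlicate, one well per test compound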
M1 ag: human M1 muscarinic receptor agonism; hit rate 0.33% among 360,000; P11229; CHO-K1 hM1, Fluo-8 calcium fluorescence, agonist mode; 0% DMSO, 100% acetylcholine EC100; activation, % at 3 µM;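 active means activation above the run's mean compound activation plus 3 SD, cut at about 16% in these data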;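 further: peak over basal fluorescence ratio within a 140 s kinetic read after compound addition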
OXTR potentiator: potentiates the human oxytocin receptor response | activation, % at 3 µM | P30559 | CHO-OTR cells, Fluo-8 calcium fluorescence, potentiator mode; 0% = oxytocin EC15, 100% = EC100 | hit rate 0.061% among 320,000;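 active means activation above that plate's cutoff, the mean activation of tested compounds plus 3 SD, cut at about 6.6% in these data, passing the limit was not always enough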;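 further: 100% uses oxytocin at 75 nM as the full agonist control; some results filed as inactive read as strong as hits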
Target sequence (P30559 whole entry, looked up): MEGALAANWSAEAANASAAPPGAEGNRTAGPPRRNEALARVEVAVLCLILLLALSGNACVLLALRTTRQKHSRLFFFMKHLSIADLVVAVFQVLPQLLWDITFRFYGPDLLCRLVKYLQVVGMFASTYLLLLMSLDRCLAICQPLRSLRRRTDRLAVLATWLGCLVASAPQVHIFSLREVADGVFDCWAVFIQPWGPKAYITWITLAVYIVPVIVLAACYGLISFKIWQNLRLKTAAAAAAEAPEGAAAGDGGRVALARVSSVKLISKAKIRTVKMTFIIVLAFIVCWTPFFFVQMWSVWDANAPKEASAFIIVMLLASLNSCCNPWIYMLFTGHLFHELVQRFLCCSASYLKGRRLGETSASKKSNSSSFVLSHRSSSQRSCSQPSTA
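Measured by – Fluo-8 calcium dye fluorescence · Test system – human OTR in CHO cells · Dosing – one concentration, 3.0 µM compound · Controls – EC15 oxytocin alone as 0%, 75 nM oxytocin as 100% · Evaluation – normalized max/min fluorescence ratio, % activation · Timing – 6 min pre-incubation, 100 s read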
Numbers without * were called inactive; · = not tested or not shown.

SMILES | CHRM1 antagonist | M1 PAM parental | CHO parental Ca | TAAR1 agonist | M1 ag parental | CHO-K1 Ca antag | TAAR1 antag | M1 ag | OXTR potentiator
COc1ccc(Cc2nnc(NC(=O)Cn3cnc4c3c(=O)n(C)c(=O)n4C)s2)cc1OC | -9 | -1 | -2 | 10 | -0.2 | -5 | 3 | 0 | -2
CSCCC(NC(=O)c1ccccc1Br)C(=O)Nc1ccc(C)cc1 (stereo not given) | -6 | 15 | -18 | -1 | 0.6 | -13 | 6 | -9 | -7
CN1CCN(C(CNS(=O)(=O)c2cccs2)c2cccnc2)CC1 (stereo not given) | 5 | -9 | -4 | 1 | 0.0 | 24 | -10 | -6 | -4
C=CCn1c(SCC(=O)NCC)nnc1-c1cc2c(s1)CCC(CC)C2 (stereo not given) | -8 | 18 | -20 | 6 | 0.0 | -24 | -27 | -8 | -9
O=C(NCCN1CCOCC1)c1ccc([N+](=O)[O-])cc1[N+](=O)[O-] | -1 | 15 | -10 | 7 | 1.0 | -6 | 11 | -3 | -4
O=C(/C=C/c1ccc(Br)cc1)NC1CCCCCC1 | -10 | 2 | -5 | 16 | 1.2 | 7 | 20 | -7 | -3
CCc1nc(SCC(=O)NCCc2ccc(OC)c(OC)c2)c2c(=O)n(C)c(=O)n(C)c2n1 | -20 | 19 | -8 | 4 | 0.5 | -17 | -3 | -5 | -2
COc1ccc2cc(C#N)c(SCC(=O)NNC(=O)Cc3ccccc3)nc2c1 | -1 | 15 | 0 | 5 | 0.2 | -2 | -1 | -5 | 0
O=C(NCc1cnc2ccccn12)C1CCC(=O)N(Cc2cccc(F)c2)C1 (stereo not given) | -6 | 14 | 2 | 0 | 0.3 | -4 | -3 | -5 | -13
COc1cccc2cc(C(=O)NCc3ccco3)c(=O)oc12 | 8 | 12 | 1 | 1 | 0.2 | 0 | -16 | -5 | -4
NC(=O)NCCCC(=O)OCC(=O)c1ccc2ccccc2c1 | -1 | 12 | 4 | 0 | 1.1 | -17 | 23 | -1 | -3
CC1(C)CC(O)C(C(O)c2cccc([N+](=O)[O-])c2)C(C)(C)N1 (stereo not given) | 1 | 9 | 2 | -1 | 0.0 | -3 | 11 | -5 | -5
COC(=O)/N=C/c1c(NCc2ccccc2)nc2c(C)cccn2c1=O | 2 | 1 | -16 | -1 | 0.0 | -3 | -9 | 0 | -6
COc1ccc(Cl)cc1NC(=O)CSc1nnc(CNC(=O)c2cccs2)o1 | -10 | -3 | -22 | 6 | 2.3 | -4 | -22 | -1 | -3
Cn1cnnc1SCC(=O)c1ccco1 | -11 | 0 | 0 | 5 | 0.0 | -19 | -1 | -3 | 4
CCc1ccccc1NC(=S)N(CCN(C)C)C(C)c1ccccn1 (stereo not given) | -10 | 24 | -9 | 7 | 0.3 | -10 | 22 | -7 | -8
O=C1OC(CCl)CN1Cc1ccc([N+](=O)[O-])cc1 (stereo not given) | 4 | -22 | -13 | 2 | -0.2 | 5 | -6 | -4 | 0
CCc1ccccc1NC(=O)NNC(=O)CCc1ccc(OC)cc1 | -8 | 13 | · | 0 | 1.3 | -7 | -24 | -2 | ·
CCOC(=O)/C(C#N)=C1/SC(CCO)C(=O)N1c1ccccc1 (stereo not given) | -12 | 2 | -17 | 17 | -0.1 | -5 | 13 | -5 | -8
COCCN(Cc1ccccc1)C(=O)c1cccc(S(=O)(=O)N2CCN(c3ccc(F)cc3)CC2)c1 | 10 | -7 | -7 | -1 | 2.5 | -2 | 3 | -6 | -13
Cc1ccc(/C=C2\NC(=S)NC2=O)cc1[N+](=O)[O-] | -3 | 14 | -5 | 11 | 0.8 | -6 | -3 | -9 | 3
S=c1[nH]nc(-c2ccco2)n1/N=C/c1cccc(Cl)c1Cl | -3 | 11 | -11 | -2 | -0.6 | 5 | -15 | -11 | 4
O=C(CSc1ccc(-c2ccncc2)nn1)N1CCCC1 | 14 | -2 | 19 | 0 | 5.2 | -6 | -4 | -4 | -16
COc1ccc(NS(=O)(=O)c2cccc(C(=O)NCc3ccccn3)c2)cc1 | -12 | -8 | -12 | 2 | 1.3 | -9 | -4 | -1 | -4
CC1CCCCC12NC(=O)N(CC(=O)N1CCc3ccccc3C1)C2=O (stereo not given) | -14 | 10 | · | 4 | 1.6 | -19 | -19 | 0 | ·

Other compounds follow.
SMILES | CHRM1 antagonist | M1 PAM parental | CHO parental Ca | TAAR1 agonist | M1 ag parental | CHO-K1 Ca antag | TAAR1 antag | M1 ag | OXTR potentiator
Cc1ccc(NC(=O)C2CCC(CNC(=O)[C@@H]3Cc4ccccc4CN3)CC2)c(C)c1 (stereo not given in full) | -8 | 0 | -32 | 1 | -1.1 | 11 | -8 | -6 | -4
COC(=O)c1cccc(N2C(=O)C3CC=CCC3C2=O)c1 (stereo not given) | -12 | 19 | 0 | 0 | 0.5 | -13 | -2 | -2 | -16
COc1cccc2c(=O)c3c([nH]c12)OC(C)(C)C3 | 1 | -27 | 0 | 4 | -0.2 | 6 | -26 | -2 | -5
Cc1cc(CNC(=O)COc2ccc(F)cc2Cl)cc(C)c1O | 1 | 14 | -18 | 6 | 1.5 | -1 | -1 | -7 | -5
COCCCNCCOCCOc1ccc(Cl)cc1C(C)(C)C | 3 | 5 | -7 | 16 | 3.9 | -3 | 10 | -10 | -19
CCN(CC)S(=O)(=O)c1ccc(NC(=O)c2ccc(N3CCCC3=O)cc2)cc1 | -1 | 5 | -6 | 10 | 0.9 | -15 | 23 | 4 | -10
O=C(NNC(=S)Nc1ccc(C(=O)O)c(O)c1)c1ccncc1 | -6 | -4 | · | 4 | 0.3 | -9 | -5 | -2 | ·
Cc1ccc(C)n1-c1ccsc1C(=O)CC#N | -7 | 16 | -7 | 0 | 0.4 | -12 | -26 | -3 | 1
O=C(C[C@H]1C/C=C\CCC(=O)O[C@@H](c2ccccc2)CNC1=O)NCCO | -2 | -6 | -7 | 17 | 0.0 | -2 | -6 | 2 | 7
CC(C(=O)O)C1SC(=O)NC1=O (stereo not given) | -7 | 19 | 1 | 8 | 0.5 | -9 | 4 | -2 | -20
COc1ccc2[nH]cc(CCNC(=S)NCCc3ccccc3)c2c1 | -1 | 3 | -14 | 4 | 1.8 | -21 | 20 | -3 | -27
CCOC(=O)C(CCSC)NC(=O)CN (stereo not given) | -5 | -2 | -2 | 8 | 0.1 | 3 | 13 | -4 | 2
C[C@]12c3[nH]c4ccccc4c3CCN1C(=O)C(CC(=O)NCc1ccco1)C[C@@H]2C(=O)N1CCOCC1 (stereo not given in full) | 0 | 16 | -15 | 1 | -0.2 | -10 | -9 | 1 | 5
N#CC1=C(O)CCCn2c1nc1ccccc1c2=O | -6 | 19 | -3 | 1 | 0.5 | -15 | -11 | -3 | -3
O=C(COc1ccc(Cl)cc1)Nc1ncccn1 | -6 | -5 | 1 | 3 | 0.4 | 1 | 17 | -2 | -2
O=C(NCCOc1ccccc1)c1cccc2c1C(=O)c1ccc(Cl)cc1S2(=O)=O | 6 | -14 | -43 | 17 | -0.7 | 2 | 33 | -4 | -4
Cc1ccc(OCCCn2c(=O)oc3ccccc32)cc1 | -8 | -10 | -5 | 0 | 0.2 | -8 | -13 | -2 | -1
CC1CCN(S(=O)(=O)c2ccc(F)c(C(=O)O)c2)CC1 | 3 | -1 | 11 | 5 | -0.1 | -1 | -5 | -2 | -7
Cc1cc(Nc2cccc(C(=O)O)c2)n2ncnc2n1 | -9 | 21 | -2 | 4 | 0.4 | -9 | -22 | -1 | -17
Oc1ccc(-c2csc(Nc3ccccn3)n2)cc1O | -24 | 15 | 11 | -2 | -0.4 | -9 | -6 | -4 | -5
CCc1cc(=O)oc2cc(OCC(=O)N3CCC(C(=O)O)CC3)ccc12 | -10 | 29 | -11 | 1 | 0.7 | -5 | -11 | -2 | 2
CC(=O)Nc1c(-c2ccc(C)cc2)nc2ccc(Cl)cn12 | 3 | -11 | · | 0 | -0.1 | 13 | 2 | -3 | ·
CCCC(=O)N1CC(=O)Nc2ccc(C)cc2C1c1ccc(F)cc1 (stereo not given) | -2 | 9 | -26 | 3 | -0.1 | -14 | -3 | -4 | -5
O=C(NNc1nc(-c2ccc(Br)cc2)cs1)c1ccco1 | -1 | 0 | 0 | 6 | 11 | 4 | 4 | -3 | -11
COc1ccc2c(c1)c(=O)oc1cc(OC(C(=O)O)c3ccccc3)ccc12 (stereo not given) | -6 | 2 | -1 | -4 | -0.2 | -11 | 104* | -6 | -8

Further entries.
SMILES | CHRM1 antagonist | M1 PAM parental | CHO parental Ca | TAAR1 agonist | M1 ag parental | CHO-K1 Ca antag | TAAR1 antag | M1 ag | OXTR potentiator
O=C(Nc1ccc(-n2cccn2)cc1)C1CCCCN1Cc1cccc2c1OCO2 (stereo not given) | 4 | -9 | -23 | 5 | 0.7 | -9 | -3 | -5 | -4
CCCCN(C(C)=O)c1ccc2c(c1)C1CC2CCN1Cc1ccccc1 (stereo not given) | -3 | 18 | · | -2 | 0.8 | -6 | -10 | -11 | ·
COc1cc2cc(CN(CCO)C(=O)c3cccs3)c(=O)[nH]c2cc1OC | -6 | -6 | -11 | 3 | -0.3 | 1 | 12 | -1 | -3
COc1ccc(NC(=O)COC(=O)CNC(=O)c2cc(OC)c(OC)c(OC)c2)cc1 | -2 | 16 | -18 | -1 | 0.2 | -11 | 8 | -5 | -12
Cc1ccc(Cl)c(NC(=O)COC(=O)c2cc[n+]([O-])cc2)c1Cl | -8 | -22 | -11 | 5 | -0.2 | 9 | -13 | 3 | -5
O=C(CN1C(=O)C2CCCCC2C1=O)Nc1ccccc1N1CCCC1 (stereo not given) | -16 | 4 | -36 | 4 | 1.0 | -14 | -28 | -1 | 4
O=C(NC1(C(F)(F)F)N=C(c2ccccc2)NC1=O)c1ccccc1F (stereo not given) | -2 | -1 | 4 | 0 | 0.0 | 5 | -11 | -3 | -1

Shown tab-delimited: entries from further up
mol	CHRM1 antagonist	M1 PAM parental	CHO parental Ca	TAAR1 agonist	M1 ag parental	CHO-K1 Ca antag	TAAR1 antag	M1 ag	OXTR potentiator
Cc1ccc(/C=C2\NC(=S)NC2=O)cc1[N+](=O)[O-]	-3	14	-5	11	0.8	-6	-3	-9	3
COc1cc2cc(CN(CCO)C(=O)c3cccs3)c(=O)[nH]c2cc1OC	-6	-6	-11	3	-0.3	1	12	-1	-3
COc1ccc(NC(=O)COC(=O)CNC(=O)c2cc(OC)c(OC)c(OC)c2)cc1	-2	16	-18	-1	0.2	-11	8	-5	-12
NC(=O)NCCCC(=O)OCC(=O)c1ccc2ccccc2c1	-1	12	4	0	1.1	-17	23	-1	-3
